Screening results: PubChem, Southern Research Specialized Biocontainment Screening Center
inhibitors of VEEV: inhibitors of VEEV TC-83 cytopathic effect, confirmation, Vero cells (AID 588727); Vero cells, VEEV TC-83 cytopathic effect inhibition; higher % means a stronger effect; inhibition, % at 20 µM, or IC50 in µM where a hit was titrated; 0.13% of 350,000 active; in the data active = a potency from the dose series; inconclusive = inhibition mostly from about 14% at the one dose, without a potency; inactive = the rest, 99 in 100 with inhibition below about 12%; also: strong numbers were not always called active
H1N1 NS1A inhibition: H1N1 influenza NS1A inhibitors, functional cell based assay (AID 504329); 0.3% of 340,000 active; inhibition, % at 12.5 µM, or IC50 in µM where a hit was titrated; NS1A functional cell-based assay, percent inhibition; higher % means a stronger effect; in the data active = a potency from the dose series; inconclusive = inhibition above about 27% without an active follow-up result; also: strong numbers were not always called active
M. tuberculosis: growth inhibition of non-replicating M. tuberculosis (AID 488890). Mycobacterium tuberculosis non-replicating, growth inhibition; higher % means a stronger effect. one-dose inhibition, % at 25 µM; IC50 in µM for titrated hits. 0.39% of 320,000 active; in the data active = a potency from the dose series; inconclusive = inhibition mostly from about 82% at the one dose, without a potency; inactive = the rest, 99 in 100 with inhibition below about 76%;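 also: plate controls were DMSO cells for no effect and high antibiotic wells for full effect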
Salmonella PhoP GFP: Inhibition of PhoP regulon, Salmonella typhi GFP reporter cells, confirmation, 4 h (AID 1850); inhibition, % at 50 µM, or IC50 in µM where a hit was titrated; Salmonella Typhi PhoP-promoter GFP reporter, fluorescence, 4 h; higher % means a stronger effect; 0.33% of 310,000 active; in the data active = a potency from the dose series; inconclusive = inhibition mostly from about 25% at the one dose, without a potency; inactive = the rest, 99 in 100 with inhibition below about 19%;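 also: 0% = induced wells with vehicle and 100% = uninduced wells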
H37Rv inhibition: M. tuberculosis growth inhibition, HTS (AID 449762); M. tuberculosis H37Rv growth inhibition, 7H9 media; higher % means a stronger effect; inhibition, % at 25 µM, or IC50 in µM where a hit was titrated; 0.59% of 330,000 active; in the data active = a potency from the dose series; inconclusive = inhibition above about 70% without an active follow-up result;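 also: bacterial growth assessed after seven days of incubation; strong numbers were not always called active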
inhibitors of VEEV 10K pilot screen: also measured in inhibitors of VEEV; calls as there; inhibition, %; measured here: 10K pilot screen inhibition
An asterisk follows results filed as active; i = inactive; u = inconclusive; x = not tested or not shown.

SMILES	inhibitors of VEEV	H1N1 NS1A inhibition	M. tuberculosis	Salmonella PhoP GFP	H37Rv inhibition	others
CCOC(=O)N1CCN(C(=O)C(C)SCc2ccccc2)CC1 (stereo not given)	0.3%	-4%	-5%	-6%	3%
N#Cc1ccc(C(=O)Nc2cccc3ncccc23)c(F)c1	2.0%	-5%	16%	-3%	-6%
CN(C(=O)C=Cc1ccco1)c1ccccc1	i	5%	x	x	x
COc1cccc(CNC(=O)CCc2nnc3ccc(NCCCN4CCCC4=O)nn23)c1	1.3%	-48%	-10%	-13%	4%
CCC1(C)Cc2ccccc2C(=O)N1 (stereo not given)	0.5%	-1%	-7%	-12%	9%
O=C(Nc1ncccc1O)c1ccc2c(c1)OCO2	i	-4%	-2%	-2%	-2%
CN(c1ccc(OCc2ccc([N+](=O)[O-])cc2)cc1)S(=O)(=O)c1ccccc1	0.1%	-4%	43%	12%	6%
C=CCn1c(NCc2ccccc2O)nc2ccccc21	1.1%	-1%	47%	1%	0%
CS(=O)c1ccccc1COC(=O)Nc1ccccc1 (stereo not given)	0.9%	5%	3%	0%	-6%	inhibitors of VEEV 10K pilot screen=0.5
Cc1ccc(Cn2c(C)c3cnn(CC(=O)NCc4ccccn4)c(=O)c3c2C)cc1	0.1%	8%	8%	6%	-8%
COC(=O)c1ccc(-c2ncc(-c3cccc4ccccc34)o2)cc1	2.0%	-6%	50%	-9%	16µM*
CC(OC(=O)c1cccc(S(=O)(=O)N2CCOCC2)c1)C(=O)NC1CCCCC1C (stereo not given)	2.6%	-6%	-20%	x	-5%
C=CCNC(=O)Cn1nnc(-c2ccc(-c3ccc(OC)cc3)cc2)n1	1.2%	-2%	7%	-2%	4%
COc1ccc2c(c1)CC/C(=C/c1ccncc1)C2=O	0.0%	17%	65%	-4%	9%
COC(=O)C1CCN(c2ccc([N+](=O)[O-])cc2)CC1	0.3%	-3%	29%	5%	0%
CCOc1ccc(-n2cc(-c3ccc(OC)c(OC)c3)[nH]c2=S)cc1	1.9%	10%	8%	-1%	-1%
N#Cc1nc(-c2cccc(Cl)c2)oc1N1CCC(C(N)=O)CC1	2.2%	0%	10%	2%	8%
Cc1cccc(Nc2nc3c(c(=O)n(C)c(=O)n3C)n2CC(O)CO)c1 (stereo not given)	2.4%	6%	-11%	-11%	-8%
CCCOc1ccc(N2C(=O)CC(SCCN)C2=O)cc1 (stereo not given)	i	-18%	17%	4%	-7%
O=C(Nc1nccs1)c1ccc(S(=O)(=O)NCc2cccs2)cc1	0.3%	1%	16%	-10%	7%
CCOc1ccc(/C=N/n2c(C)nc3ccccc3c2=O)cc1	2.4%	21%	-7%	-6%	10%
COc1ccc(N(C(=O)c2snc(C(N)=O)c2N)C(C(=O)NC2CCCC2)c2cc(OC)ccc2OC)c(OC)c1 (stereo not given)	1.9%	3%	20%	-18%	7%
O=C1C=CC(=O)N1N(c1ccccc1)c1ccccc1	i	10%	8.7µM*	6%	0%
CC(C)OC(=O)c1cccnc1N1CCN(c2ccc(F)cc2)CC1	i	-1%	1%	-8%	-7%
COc1ccc(S(=O)(=O)Nc2cc(C)on2)cc1OC	0.4%	-7%	-5%	-3%	3%
Cn1c2ccccc2c(=O)c2c(=O)n(Cc3ccccc3)c(-c3ccc(F)cc3)nc21	0.5%	4%	-11%	3%	3%
Cc1oc(-c2ccccc2Cl)nc1CS(=O)CC(=O)NCc1ccco1 (stereo not given)	1.1%	7%	6%	5%	11%
O=S(=O)(c1ccccc1)N1CCN(c2nnnn2-c2ccccc2)CC1	0.5%	-7%	-5%	-2%	-1%
NC(=O)c1ccccc1Br	i	-2%	-6%	-11%	4%	inhibitors of VEEV 10K pilot screen=0.8
Cc1cc(C)cc(N(CCC(=O)Nc2nnc(C)s2)S(=O)(=O)c2ccc(Cl)cc2)c1	i	0%	-4%	-5%	4%
CSCC[C@H](NC(=O)C1CCN(C(=O)[C@H](Cc2ccccc2)NS(=O)(=O)c2ccc(C)cc2)CC1)C(=O)O	0.4%	-18%	-9%	-10%	-4%
CCCCn1c(C(C)NC(=O)CC)nc2ccccc21 (stereo not given)	0.1%	-3%	-2%	-1%	-6%
Nc1ccccc1SSc1ccccc1N	8.5%	-5%	u	-5%	-1%
COc1ccc(C2=NOC(Cn3nc(C(=O)NCc4ccc5c(c4)OCO5)cc3-c3ccccc3)C2)cc1 (stereo not given)	4.2%	-2%	17%	1%	-2%
Cc1ccccc1OCCn1cnc2c(N)ncnc21	i	-11%	-14%	-25%	0%
Cc1onc(-c2ccccc2Cl)c1C(=O)N(Cc1ccc(N(C)C)cc1)C(C)C	i	19%	11%	3%	2%
COc1ccc(N2Cc3ccc(C(=O)N/N=C\c4ccc(O)cc4O)cc3C2)cc1	x	x	-1%	7%	1%
O=C(Cn1c(=S)[nH]c2ccccc2c1=O)NCCc1ccccc1	0.4%	0%	-5%	-1%	-4%
COc1ccc2[nH]c(O)c(N=NC(=N)N)c2c1	2.2%	7%	-7%	0%	6%
Cc1nn(Cc2ccc(F)cc2)c(C)c1NC(=O)C1c2ccccc2Oc2ccccc21	0.3%	-2%	23%	-3%	11%
Cc1ccc(NC(=O)CN2CCN(CCN=CC3=C(O)CC(c4ccccc4)CC3=O)CC2)cc1 (stereo not given)	i	2%	-3%	-8%	-1%
O=c1ncc(F)c[nH]1	x	x	-7%	13%	5%
COc1ccc(CCNC(=O)c2c(Cl)ccc(Cl)c2OC)cc1OC	i	16%	4%	13%	-3%
CCn1c(SCC(=O)NC2CCCCC2)nc2c(c1=O)SCC2	5.1%	-2%	6%	-9%	-5%
CCCNC(=O)N1CCN(S(=O)(=O)c2ccc(C)cc2)CC1	4.0%	9%	8%	2%	10%
CCOc1ccc(-c2c(C(=O)N/N=C/c3cccnc3)nnn2-c2nonc2N)cc1	1.7%	7%	2%	3%	6%
Nc1nc(CSc2ncn[nH]2)nc(Nc2ccc(F)cc2)n1	0.2%	-10%	23%	-9%	4%
CNc1nnc(C(F)(F)F)s1	1.2%	2%	-8%	0%	0%
CS(=O)(=O)c1ccc(Cl)c(NC(=O)CCN2C(=O)NC3(CCCC3)C2=O)c1	0.0%	2%	4%	x	-3%
O=C(Cc1ccccc1)NCC(=O)OCc1ccccc1F	1.8%	-8%	7%	-4%	-6%
COc1ccc(Nc2ncnc3ccccc23)c(OC)c1	2.5%	1%	8%	-6%	-3%
CCOc1ccc(N=Nc2c(C)[nH]n(-c3ccccc3)c2=O)cc1	11%	2%	0%	-4%	16%
O=C(NCCc1ccccc1)c1noc2c1CCCCC2	i	1%	13%	2%	4%
O=C1OCC(c2ccccc2)=C1c1ccccc1[N+](=O)[O-]	i	-4%	14%	6%	5%
Cc1nccn1CC(O)Cn1c2ccccc2c2ccccc21 (stereo not given)	8.6%	-21%	13%	-8%	-5%
NC(=O)C1CCN(c2ncnc3c(-c4ccccc4)nsc23)CC1	1.4%	3%	49%	-17%	1%
CCC(C)c1ccc(NC(=S)Nc2ccc(OC)c(OC)c2)cc1 (stereo not given)	6.7%	-8%	u	5%	-2%
Cc1ccc(CNC(=O)c2ccccc2N(C)S(C)(=O)=O)cc1	0.5%	x	0%	1%	-5%
Cc1ccccc1N1CCN(C2CCCN(C(=O)CN3CCCC3=O)C2)CC1 (stereo not given)	0.3%	-8%	-12%	2%	-1%
COc1cccc(C(=O)Nc2nnc(-c3ccc(OC)cc3OC)s2)c1	1.6%	-3%	-13%	2%	5%

Other entries.
SMILES	inhibitors of VEEV	H1N1 NS1A inhibition	M. tuberculosis	Salmonella PhoP GFP	H37Rv inhibition	others
COc1ccccc1C(C)NCC(=O)NCC(=O)Nc1ccc(F)c(F)c1F (stereo not given)	1.1%	-7%	-6%	0%	-5%
CCOC(=O)c1cccc(NC(=O)Nc2ccc3c(c2)C(=O)OC3)c1	0.7%	x	-13%	-1%	5%
C=CCN(C(=O)Nc1ccc2c(c1)nc(C)n2C)c1ccccc1	i	18%	-15%	-8%	-12%
COc1cccc(C(=O)O/N=C/c2ccc(Sc3ccc(C)cc3)nc2)c1	3.1%	0%	1%	9%	12%
COc1ccc(OC)c(S(=O)(=O)Nc2ccc(CC(=O)O)cc2)c1	1.5%	-8%	1%	-5%	-7%
Cc1ccc(OCC(=O)OC(C)CN(C)Cc2ccccc2)cc1 (stereo not given)	1.8%	2%	-6%	-23%	-1%
Cc1ccc2nc(NCCNC(=O)c3ccccc3)c(C#N)cc2c1	6.1%	-7%	1%	-9%	4%
O=C(CSc1nnc(CNC(=O)c2ccccc2)o1)c1ccc(Cl)cc1	1.8%	-12%	46%	-4%	2%
CN(CCCN1CCOCC1)Cc1cn(C)nc1-c1ccccc1F	i	6%	4%	11%	7%
Cc1ccc(SCC(=O)N2CCCC2)cc1	0.7%	-9%	72%	-9%	-3%
COc1cc(OC)c(OC)cc1/C=C/c1cc(C(F)(F)F)[nH]c(=O)n1	7.5%	1%	4%	-22%	33%
N#CCCNS(=O)(=O)c1ccc(C(=O)OCC2CCCCC2)cc1	i	3%	9%	12%	-7%
CCN(CC(N)=O)S(=O)(=O)c1ccc(F)cc1	1.5%	-4%	8%	0%	8%
COC(=O)c1cc(S(=O)(=O)N2CCC(C)CC2)cn1C	i	2%	-1%	-4%	-8%
CC(NC(=O)Nc1ccc([N+](=O)[O-])cc1)C(c1cccs1)N1CCCC1 (stereo not given)	0.4%	12%	6%	-7%	3%
CNC(=S)NN(c1ccccc1)c1ccccc1	1.0%	2%	x	-7%	x
Cc1ccc(S(=O)(=O)N2CCCCC2CCNC(=O)C(=O)NCc2ccco2)cc1 (stereo not given)	9.1%	-2%	17%	8%	23%
CCOC(=O)c1nn(-c2ccccc2)c(=O)cc1OCC(=O)Nc1cccc(OC)c1	5.0%	4%	1%	10%	5%
O=C(c1ccco1)N1CCN(S(=O)(=O)c2cc(Cl)ccc2Cl)CC1	0.3%	1%	30%	-5%	-1%
COc1ccc(S(=O)(=O)Nc2cccc3c2O[C@H](CN(C)C)[C@@H](C)CN([C@H](C)CO)C3=O)cc1	0.1%	6%	5%	x	2%
O=C(Cc1cccs1)Nc1nc(-c2ccccc2)cs1	i	-2%	25%	4%	-6%
Cc1cccc(NC(=O)CN2CCN(C(=O)C(C)Oc3ccc(C#N)cc3)CC2)c1C (stereo not given)	4.6%	-14%	-12%	x	-6%

A stretch from further up, for reference:
SMILES	inhibitors of VEEV	H1N1 NS1A inhibition	M. tuberculosis	Salmonella PhoP GFP	H37Rv inhibition	others
COc1ccc(OC)c(S(=O)(=O)Nc2ccc(CC(=O)O)cc2)c1	1.5%	-8%	1%	-5%	-7%
Cc1ccc(OCC(=O)OC(C)CN(C)Cc2ccccc2)cc1 (stereo not given)	1.8%	2%	-6%	-23%	-1%
Cc1ccc2nc(NCCNC(=O)c3ccccc3)c(C#N)cc2c1	6.1%	-7%	1%	-9%	4%
O=C(CSc1nnc(CNC(=O)c2ccccc2)o1)c1ccc(Cl)cc1	1.8%	-12%	46%	-4%	2%
CN(CCCN1CCOCC1)Cc1cn(C)nc1-c1ccccc1F	i	6%	4%	11%	7%
Cc1ccc(SCC(=O)N2CCCC2)cc1	0.7%	-9%	72%	-9%	-3%
COc1cc(OC)c(OC)cc1/C=C/c1cc(C(F)(F)F)[nH]c(=O)n1	7.5%	1%	4%	-22%	33%
N#CCCNS(=O)(=O)c1ccc(C(=O)OCC2CCCCC2)cc1	i	3%	9%	12%	-7%
CCN(CC(N)=O)S(=O)(=O)c1ccc(F)cc1	1.5%	-4%	8%	0%	8%
COC(=O)c1cc(S(=O)(=O)N2CCC(C)CC2)cn1C	i	2%	-1%	-4%	-8%
CC(NC(=O)Nc1ccc([N+](=O)[O-])cc1)C(c1cccs1)N1CCCC1 (stereo not given)	0.4%	12%	6%	-7%	3%
CNC(=S)NN(c1ccccc1)c1ccccc1	1.0%	2%	x	-7%	x
Cc1ccc(S(=O)(=O)N2CCCCC2CCNC(=O)C(=O)NCc2ccco2)cc1 (stereo not given)	9.1%	-2%	17%	8%	23%
CCOC(=O)c1nn(-c2ccccc2)c(=O)cc1OCC(=O)Nc1cccc(OC)c1	5.0%	4%	1%	10%	5%
O=C(c1ccco1)N1CCN(S(=O)(=O)c2cc(Cl)ccc2Cl)CC1	0.3%	1%	30%	-5%	-1%

Ordered by length of the SMILES (smallest number first): part of the list above.
SMILES	inhibitors of VEEV	H1N1 NS1A inhibition	M. tuberculosis	Salmonella PhoP GFP	H37Rv inhibition	others
CNC(=S)NN(c1ccccc1)c1ccccc1	1.0%	2%	x	-7%	x
O=C(c1ccco1)N1CCN(S(=O)(=O)c2cc(Cl)ccc2Cl)CC1	0.3%	1%	30%	-5%	-1%
COc1ccc(S(=O)(=O)Nc2cccc3c2O[C@H](CN(C)C)[C@@H](C)CN([C@H](C)CO)C3=O)cc1	0.1%	6%	5%	x	2%

Hits appear at their usual frequency, and some 1.4% of all compounds hit somewhere here.
